Rtt109 HAT inh – blocks Candida albicans Rtt109/Vps75 acetyltransferase activity; Q5AAJ8; inhibition, % at 34.9 µM; 330,000 compounds, 0.16% hits; purified Rtt109/Vps75, ThioGlo CoA-SH fluorescence, 4 h;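 active = inhibition of at least 50% in every replicate; inconclusive = best replicate reaches 50% inhibition but some replicates fall short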
Target sequence (Q5AAJ8 whole entry, looked up): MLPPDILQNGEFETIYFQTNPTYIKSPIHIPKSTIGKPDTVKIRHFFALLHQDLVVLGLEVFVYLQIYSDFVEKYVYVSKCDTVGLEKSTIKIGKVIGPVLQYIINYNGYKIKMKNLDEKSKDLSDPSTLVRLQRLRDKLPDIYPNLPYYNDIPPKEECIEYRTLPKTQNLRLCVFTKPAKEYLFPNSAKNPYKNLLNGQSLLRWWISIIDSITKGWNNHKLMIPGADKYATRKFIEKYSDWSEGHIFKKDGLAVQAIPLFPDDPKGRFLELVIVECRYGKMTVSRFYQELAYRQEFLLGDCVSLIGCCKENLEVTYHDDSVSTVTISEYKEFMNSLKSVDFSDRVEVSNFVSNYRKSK
NSD2 HMT inh – NSD2 (human) methyltransferase inhibition; O96028; NSD2 peptide methylation, AlphaScreen, 120 min; inhibition, % at 12.5 µM; 310,000 compounds, 0.54% hits; AID 743445; in the data active = inhibition above about 50%
CAL PDZ FP-1 – human CAL PDZ-peptide interaction inhibition | 330,000 compounds, 0.02% hits | Q9HD26 | AID 504414 | inhibition, % at 20 µM | purified CAL PDZ, TMR-peptide fluorescence polarization, 1 h;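 active = highest replicate inhibition of at least 40%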;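 also: plate controls were DMSO neutral control wells for no effect and unlabeled competitor peptide control wells for full effect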
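Read-out basis: mP drop reported as inhibition | Assay system: Tagged CAL PDZ protein CerCALP, purified | Benchmarks: Unlabelled peptide for full inhibition, DMSO wells as neutral | Schedule: 1 h incubation at room temperature before polarization reading | Buffer or medium: Sodium phosphate/NaCl buffer pH 7.4 with TCEP, IgG, Thesit | Doses: Single point, 20 µM | Measured by: Fluorescence polarization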
MITF act – MITF TRPM1 promoter activation in melanoma cells. SK-MEL-5 TRPM1-promoter luciferase, 24 h; % of positive control, neutral wells = 0. activation, % at 12.5 µM. 300,000 compounds, 0.75% hits. AID 588334;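 active = mean activation of at least 80% with every replicate also reaching 80%; inconclusive = mean reaches 80% but some replicate falls short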;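 also: 0% = neutral control wells and 100% = parthenolide positive control wells; values of inactives mirror those of a sister screen read the other way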
SR-BI HDL uptake – blocks mouse SR-BI lipid uptake from DiI-HDL | Q61009 | AID 488896 | inhibition, % at 12.5 µM | ldlA[mSR-BI] CHO cells, DiI-HDL uptake fluorescence, 3 h | 320,000 compounds, 0.96% hits;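 active = mean replicate inhibition of at least 70% and a set share of replicates each scoring 70 or more; inconclusive = meets just one of the two criteria; inactive = fails both criteria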;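 also: 0% = median of neutral control wells and 100% = median of positive control wells; values of inactives mirror those of a sister screen read the other way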
Target sequence (Q61009 whole entry, looked up): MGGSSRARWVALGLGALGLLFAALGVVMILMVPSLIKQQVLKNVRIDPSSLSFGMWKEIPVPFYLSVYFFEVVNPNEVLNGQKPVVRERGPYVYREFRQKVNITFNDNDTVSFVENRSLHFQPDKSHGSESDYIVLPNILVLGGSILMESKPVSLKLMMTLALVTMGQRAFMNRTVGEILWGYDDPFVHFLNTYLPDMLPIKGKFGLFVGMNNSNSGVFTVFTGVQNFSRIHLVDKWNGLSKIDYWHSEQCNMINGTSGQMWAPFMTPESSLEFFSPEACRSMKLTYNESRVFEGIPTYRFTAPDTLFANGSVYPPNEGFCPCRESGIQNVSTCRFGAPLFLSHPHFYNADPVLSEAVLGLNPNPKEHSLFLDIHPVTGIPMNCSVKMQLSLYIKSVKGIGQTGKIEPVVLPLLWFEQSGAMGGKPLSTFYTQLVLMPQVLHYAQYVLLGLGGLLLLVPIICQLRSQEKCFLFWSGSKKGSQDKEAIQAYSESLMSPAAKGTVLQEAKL
PfHsp90 yeast 2 – reduces growth (ATP signal) of yeast expressing P. falciparum Hsp90 | S. cerevisiae expressing PfHsp90, BacTiter-Glo ATP, 48 h; yeast lacking PDR1 and PDR3 efflux regulators | inhibition, % at 9.4 µM | 310,000 compounds, 0.32% hits | AID 504621;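 active = every replicate shows inhibition above about 80%, whatever the replicate mean, limit read from the data; inconclusive = mean inhibition reaches the set limit but some replicate falls short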;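 also: 0% = DMSO neutral controls and 100% = 20 µM radicicol positive controls; yeast relying on Plasmodium falciparum Hsp90 in place of its own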
dFosB act – activators of mouse delta FosB homodimer; purified delta FosB, TAMRA-CDK5 oligo fluorescence polarization; percent of positive-control signal above neutral wells; AID 493131; activation, % at 25 µM; 340,000 compounds, 0.99% hits; P13346;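 active = mean activation above about 17%, with every replicate also reaching it, limit read from the data, passing the limit was not always enough; inconclusive = only one of the two conditions met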;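 also: fluorescence polarization rise as delta FosB binds a TAMRA Cdk5 AP-1 oligo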
SR-BI uptake up – SR-BI HDL lipid transfer activation; CHO ldlA[mSR-BI] cells, DiI-HDL uptake fluorescence, 3 h; 100 = double the neutral-control signal; activation, % at 12.5 µM; 320,000 compounds, 0.096% hits;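 active = mean replicate activation of at least 60% and every replicate at or above 60%; inconclusive = mean or all-replicate condition met, but not both; inactive = mean below 60% and not all replicates reaching 60%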;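 also: 0% = median plate neutral-control signal and 100% = twice that signal; values of inactives mirror those of a sister screen read the other way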
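Material – SR-BI-overexpressing, LDLR-lacking CHO cells · Medium – BSA-supplemented, HEPES-buffered Ham's F12, pH 7.4 · Doses – single concentration · Times – compound with DiI-HDL co-incubation, 3 h at 37 °C · Measured by – bottom-read fluorescence, 550/595 nm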
PvdQ inh – P. aeruginosa PvdQ acylase inhibition; AID 488965; 340,000 compounds, 0.063% hits; inhibition, % at 10 µM; purified PvdQ acylase, fluorescence plate reader; in the data active = inhibition above about 30%, passing the limit was not always enough; inconclusive = no clear call, values can overlap the other calls;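 also: 0% = vehicle neutral wells and 100% = reference inhibitor wells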
CAL PDZ FP-2 – CAL PDZ (human) peptide binding inhibition. Q9HD26. purified CAL PDZ, TMR-peptide fluorescence polarization, 1 h. inhibition, % at 24.9 µM. 300,000 compounds, 0.92% hits. AID 602252;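 active = mean inhibition of at least 30% with at least half of replicates also reaching 30%; inconclusive = no clear call, values can overlap the other calls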;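 also: 0% = DMSO neutral control and 100% = excess unlabeled competitor peptide PRC23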
Starred values were filed as active, the others as inactive; ? = inconclusive; · = not tested or not shown.

1: CCOc1ccc(Cl)cc1/C=N/NC(=O)CNC(=O)c1ccccc1
2: COc1ccc(N2CCC(CNS(=O)(=O)c3cccc(C(F)(F)F)c3)C2)cc1 (stereo unspecified)
3: COc1ccc(/C=C/C(=O)OCC(=O)N2CCCCCC2)cc1OC
4: Cc1cc(C)c(NC(=O)CS(=O)CC(=O)NCCCc2ccccc2)c(C)c1 (stereo unspecified)
5: NC(=O)c1ccccc1NC(=O)CN1CCN(Cc2ccccc2)CC1
6: CCc1cc(C)cc(OCCOc2ccccc2/C=N/NC(C)=O)c1
7: O=C(NC1CCN(C(=S)NCc2ccco2)CC1)c1cccc(F)c1
8: Cc1nc(SCc2ccc(Br)cc2)[nH]c(=O)c1C
9: O=C(OCc1nc2ccccc2s1)c1cccs1
10: CN(C)S(=O)(=O)c1cccc(NC(=O)c2ccc3c(c2)OCCO3)c1

assay / entry	1	2	3	4	5	6	7	8	9	10
Rtt109 HAT inh	-9	-8	0	-2	-20	-3	10	0	4	4
NSD2 HMT inh	-1	7	-4	0	-3	-8	-1	0	15	0
CAL PDZ FP-1	-2.0	-0.3	-0.2	-3.5	-1.4	-0.6	-0.7	-3.2	-2.7	-3.4
MITF act	-19	21	-8	-7	·	·	-10	1	·	?
SR-BI HDL uptake	2	-6	12	13	7	32	7	-21	-3	41
PfHsp90 yeast 2	·	-9	23	17	-32	-40	-8	-34	·	14
dFosB act	-7	-3	-8	-11	-1	2	7	-9	-7	-4
SR-BI uptake up	-2	6	-12	-13	-7	-32	-7	21	3	-41
PvdQ inh	6	-7	-7	-10	-13	2	-14	-7	-4	-8
CAL PDZ FP-2	-4	-1	-8	-5	-2	-9	·	0	0	-3

Entries shown so far that have nitrogen in an aromatic ring (2):
8: Cc1nc(SCc2ccc(Br)cc2)[nH]c(=O)c1C
9: O=C(OCc1nc2ccccc2s1)c1cccs1

assay / entry	8	9
Rtt109 HAT inh	0	4
NSD2 HMT inh	0	15
CAL PDZ FP-1	-3.2	-2.7
MITF act	1	·
SR-BI HDL uptake	-21	-3
PfHsp90 yeast 2	-34	·
dFosB act	-9	-7
SR-BI uptake up	21	3
PvdQ inh	-7	-4
CAL PDZ FP-2	0	0

Following part:
11: CCO[C@H]1OC(C(=O)NCc2ccccc2)=C[C@@H](C(C)(C)C)[C@@H]1CCCO
12: N/C(=N\NC(=O)c1ccccc1Cl)c1cc2ccccc2oc1=O
13: COc1cc(NC(=O)CNC(=O)Cn2ccc3ccccc3c2=O)cc(OC)c1OC
14: CCn1c(COc2ccccc2OC)nc2ccccc21
15: COc1ccc(NC(=O)C2(c3ccc(NC(=O)c4ccc(OC)c(OC)c4)cc3)CCCC2)cc1
16: CCOC(=O)Nc1c2ccccc2nc2ccccc12
17: Cc1scc(C(=O)NNC(=S)NCC2CCCO2)c1C (stereo unspecified)
18: Cc1ccc(C)n1-c1cccc(S(=O)(=O)N2CCOCC2)c1
19: CCc1cccc(NC(=O)CSc2nnc(Cc3ccc(OC)cc3)c(=O)[nH]2)c1
20: C=C1C(O)C[C@H]2C(=C)CCC3[C@H](OC(=O)[C@]3(O)CO)[C@@H]12 (stereo partly specified)

assay / entry	11	12	13	14	15	16	17	18	19	20
Rtt109 HAT inh	1	-6	-7	-2	2	2	0	-2	8	6
NSD2 HMT inh	·	-4	-8	14	-4	-1	-1	-2	2	·
CAL PDZ FP-1	1.1	-2.0	-1.6	-0.2	0.5	-0.2	·	-0.6	-1.3	-1.0
MITF act	8	-14	-5	39	-5	12	7	-9	1	4
SR-BI HDL uptake	8	-16	·	8	58	-5	-30	-20	-20	0
PfHsp90 yeast 2	-5	5	-18	-6	-7	0	-2	-5	·	-8
dFosB act	-22	-6	1	-2	11	2	4	-3	-7	3
SR-BI uptake up	-8	16	·	-8	-58	5	30	20	20	0
PvdQ inh	-12	3	-16	-15	-10	-22	-19	-17	-7	-6
CAL PDZ FP-2	-2	-5	-2	-6	·	7	-3	-1	-6	-4

2 entries from above, tab-delimited:
item	SMILES	Rtt109 HAT inh	NSD2 HMT inh	CAL PDZ FP-1	MITF act	SR-BI HDL uptake	PfHsp90 yeast 2	dFosB act	SR-BI uptake up	PvdQ inh	CAL PDZ FP-2
18	Cc1ccc(C)n1-c1cccc(S(=O)(=O)N2CCOCC2)c1	-2	-2	-0.6	-9	-20	-5	-3	20	-17	-1
13	COc1cc(NC(=O)CNC(=O)Cn2ccc3ccccc3c2=O)cc(OC)c1OC	-7	-8	-1.6	-5	·	-18	1	·	-16	-2

Continued.
21: CC1CCN(C(=O)C2(NC(=O)Nc3cccc(F)c3)CCCCC2)CC1
22: CC(C)Cc1nc(N2CCC(C(N)=O)CC2)c2nnn(Cc3ccccc3)c2n1
23: Cc1ccc(NC(=O)COC(=O)c2ccc(S(=O)(=O)N3CCCC3)cc2)cc1
24: Nc1ccc2c(c1)C(=O)N(CC1CCCO1)C2=O (stereo unspecified)
25: COc1ccc(NC(=O)c2cc(-c3cc(C)ccc3O)n[nH]2)cc1Cl
26: COc1ccc(S(=O)(=O)N2CCN(c3ccccn3)CC2)cc1OC
27: CN(c1cccc(NC(=O)c2ccc(Cl)c(S(=O)(=O)N3CCOCC3)c2)c1)S(C)(=O)=O
28: CC(=C/C(=O)O)/C=C/c1ccc(Cl)o1
29: COc1ccc(N2CCN(C(=O)CCCn3nnnc3CN3CCOCC3)C(C)C2)cc1 (stereo unspecified)
30: Cc1cccc(OCC(=O)Nc2ccc(N3CCN(C(=O)c4ccco4)CC3)cc2)c1

assay / entry	21	22	23	24	25	26	27	28	29	30
Rtt109 HAT inh	-13	-5	-3	-6	-5	53*	-5	-8	1	5
NSD2 HMT inh	-1	-5	-1	1	1	-1	-2	·	0	-1
CAL PDZ FP-1	0.7	0.2	-0.7	·	-0.7	-1.6	-2.6	0.0	-0.1	-2.8
MITF act	14	-4	0	·	·	10	-19	·	7	-15
SR-BI HDL uptake	·	-9	-16	-2	34	-6	21	-24	-13	31
PfHsp90 yeast 2	20	·	6	·	-28	-7	1	7	-1	2
dFosB act	5	1	-2	1	-7	-4	-8	-6	0	-7
SR-BI uptake up	·	9	16	2	-34	6	-21	24	13	-31
PvdQ inh	-13	2	-12	-7	4	5	1	-14	-8	1
CAL PDZ FP-2	-2	·	0	0	2	-2	-4	·	·	-2

31: O=C(CCSCCC(=O)NN=Cc1ccccc1)NN=Cc1ccccc1
32: CC(/C=C1\SC(=S)N(NC(=O)c2ccccc2C)C1=O)=C\c1ccccc1
33: Cc1cccc(NS(=O)(=O)c2c(C)n[nH]c2C)c1
34: Cc1c(C(=O)Nc2nccs2)oc2ccc(F)cc12
35: CCOC(=O)C1=C(COC(=O)c2ccccc2[N+](=O)[O-])NC(=O)NC1C (stereo unspecified)
36: CCOC(=O)N1CCN(CC(O)c2ccccc2)CC1 (stereo unspecified)
37: CCOC(=O)c1cc(-c2ccc(N3CCOCC3)cc2)nn1-c1ccccc1
38: O=C(NC1CCSC1=O)c1ccc(Oc2ccc(F)cc2)nc1 (stereo unspecified)
39: C/C(Cc1ccccc1)=N\NC(=O)c1ccc(F)cc1
40: CCN(CC)C(=O)CSc1ncnc2c(-c3cccs3)nsc12

assay / entry	31	32	33	34	35	36	37	38	39	40
Rtt109 HAT inh	-7	0	·	-2	-2	-4	13	-6	0	-1
NSD2 HMT inh	-1	-1	-1	-2	1	-8	2	0	-3	0
CAL PDZ FP-1	-1.5	-2.2	-2.2	-0.8	-2.1	-1.2	-0.5	-0.4	-2.9	-3.2
MITF act	5	11	-11	34	-3	-2	-6	1	6	31
SR-BI HDL uptake	14	45	-29	1	-30	·	16	1	5	-6
PfHsp90 yeast 2	10	3	-13	-8	2	3	0	17	3	-15
dFosB act	-9	-4	3	-2	-6	0	-2	-8	0	-19
SR-BI uptake up	-14	-45	29	-1	30	·	-16	-1	-5	6
PvdQ inh	-14	0	8	-10	-14	-7	11	-6	-7	-11
CAL PDZ FP-2	-4	-5	-1	-4	0	2	-4	-3	16	-3

41: O=C(NC(Cc1ccccc1)C(=O)N1CCN(S(=O)(=O)c2ccccc2)CC1)c1ccccc1 (stereo unspecified)
42: CC(C(=O)O)c1ccc2c(c1)[nH]c1ccc(Cl)cc12 (stereo unspecified)
43: CCN(CC(=O)NC1CCS(=O)(=O)C1)S(=O)(=O)c1ccc(Br)cc1 (stereo unspecified)
44: Cc1ccccc1Cn1c(C)nc2ccc([N+](=O)[O-])cc2c1=O
45: O=C(NCCCO)/C(=C\c1ccco1)NC(=O)c1ccc(Br)o1
46: COc1ccc(NC(=O)CCNS(=O)(=O)c2cccc3nsnc23)c(OC)c1
47: Cc1ccc(S(=O)(=O)N2CCN(Cc3ccco3)CC2)c(C)c1
48: COc1ccc(-c2cc(-c3ccc(O)cc3)nc(N)c2C#N)cc1OC
49: O=[N+]([O-])c1ccc(N2CCN(S(=O)(=O)c3ccc(Cl)cc3)CC2)cc1NCC1CCCO1 (stereo unspecified)
50: Cc1cc(N2C(=O)CCC2=O)ccc1NC(=O)c1cccs1

assay / entry	41	42	43	44	45	46	47	48	49	50
Rtt109 HAT inh	7	3	-2	3	-2	3	0	·	18	0
NSD2 HMT inh	8	·	-1	11	-1	24	5	-12	0	2
CAL PDZ FP-1	-1.2	-0.7	-1.2	0.3	-2.6	-2.8	0.1	-8.3	-1.3	-0.9
MITF act	17	-6	11	·	2	-6	9	8	-4	-17
SR-BI HDL uptake	-26	-17	-23	33	-4	2	-15	59	15	-1
PfHsp90 yeast 2	8	21	5	-5	0	3	-13	-4	·	-4
dFosB act	-7	1	2	-9	0	-2	-4	7	0	-2
SR-BI uptake up	26	17	23	-33	4	-2	15	-59	-15	1
PvdQ inh	13	-8	-14	-15	-6	-15	1	-9	-3	-14
CAL PDZ FP-2	1	-7	-3	-2	-1	-2	-2	-8	-3	-3

51: COc1cc(C(=O)Nc2sc3c(c2C(=O)O)CCC3)cc(OC)c1OC
52: Cc1ccc(SCCC(=O)Nc2ccccc2C(=O)NC(C)C)cc1
53: C#CCOc1ccc(/C=C2/C(=O)ON=C2C)cc1Br
54: O=C(c1ccco1)N1CCC(c2nc(-c3ccc(F)cc3)no2)CC1

assay / entry	51	52	53	54
Rtt109 HAT inh	-1	8	0	1
NSD2 HMT inh	5	-2	9	2
CAL PDZ FP-1	-2.8	-0.5	-0.3	-1.2
MITF act	-5	-14	-3	-2
SR-BI HDL uptake	·	-20	-4	-13
PfHsp90 yeast 2	-5	-3	-5	2
dFosB act	0	-10	0	-1
SR-BI uptake up	·	20	4	13
PvdQ inh	1	1	-8	-13
CAL PDZ FP-2	-12	1	-4	-2

High-throughput results from PubChem BioAssay.
